SV40 large T antigen: SV40 large T antigen inhibitors, biochemical (AID 1903); SV40 large T antigen ATPase/helicase inhibition assay; higher % means a stronger effect; one-dose inhibition, % at 20 µM; IC50 in µM for titrated hits; 310,000 compounds, 0.39% hits; in the data active means a potency from the dose series; further: strong numbers were not always called active
Rac1 GTP hydrolysis: MgcRacGAP GTPase-activating activity inhibitors, confirmation, biochemical, ADP Hunter fluorescence. MgcRacGAP-stimulated Rac1 GTP hydrolysis, ADP Hunter fluorescence; higher % means a stronger effect; GST-tagged Rac1 F28L mutant substrate. inhibition, % at 30 µM; hits with a dose series show IC50 in µM. 340,000 compounds, 0.6% hits;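 active means first-screen hits whose inhibition reached a set limit at any dose in the follow-up dose series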;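 further: fluorescence reports GDP produced by GAP-driven GTP hydrolysis; strong numbers were not always called active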
T cell HTS: T cell immune modulators affecting CD8 T cell-vesicle binding. 2C CD8+ T cell-vesicle binding, flow cytometry; stronger effect = lower value. calls only at 7 µM. 330,000 compounds, 0.068% hits. AID 2052;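 active means response, share of CD8 T cells binding vesicles, and their 90th percentile fluorescence all below set limits, cut at about 80% in these data, passing the limit was not always enough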
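incubation = binding step 1.5 h, 37 °C, antibody labelling 20 min, ice | test system = 2C mouse CD8+ T cells | read-out basis = percent CD8+ FL2 mean versus row control | controls = Peptide-free naked vesicles (low) and QL9 vesicles with 0.7% DMSO vehicle (high) | detection = flow cytometry of vesicle-bound cells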
West Nile antiviral: West Nile virus antiviral activity, cell-based, CPE readout (AID 1621) | West Nile virus-infected cells, CPE inhibition; higher % means a stronger effect | CPE inhibition, % at 10 µM; hits with a dose series show IC50 in µM | 290,000 compounds, 0.02% hits; in the data active means a potency from the dose series; further: strong numbers were not always called active
b-catenin transl: modulators of beta-catenin nuclear translocation; HeLa beta-catenin nuclear translocation, immunofluorescence imaging; nuclear translocation activity, % at 5 µM; 190,000 compounds, 0.3% hits; AID 1665;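 active means nuclear translocation activity above 50% at 5 µM, with a well cell count of 50 or more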;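 further: per-cell ratio of nuclear to cytoplasmic median beta-catenin stain intensity; plate controls were DMSO negative control for no effect and GSK-3 inhibitor IX positive control for full effect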
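Signal – beta-catenin immunofluorescence imaging with DAPI · Test system – human HeLa cell line · Dosing – 5 µM primary single dose, 0.1% DMSO, 0.02–20 µM confirmation series · Measure – % activation, nuclear-to-cytoplasmic median beta-catenin signal ratio per cell · Incubation – 24 h compound exposure at 37°C, 5% CO2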
RSV CPE inhibition: inhibition of RSV-induced cytopathic effect – HEp-2 cells, primary 10 µM value included (AID 2391); HEp-2 cells, RSV-induced CPE inhibition; higher % means a stronger effect; CPE inhibition, % at 10 µM; hits with a dose series show IC50 in µM; 310,000 compounds, 0.13% hits; in the data active means a potency from the dose series; further: strong numbers were not always called active
WT yeast gro inh: growth inhibition of WT yeast, mitochondrial fusion screen | mitochondrial fusion phenotypic screen, WT strain | inhibition, % at 10 µM | 190,000 compounds, 2.1% hits; in the data active means inhibition above about 58%; tested in S. cerevisiae
Myeloid diff MLP: promotes myeloid progenitor differentiation; calls only at 10 µM; ER-HoxA9 myeloid progenitors, lysozyme-GFP differentiation, flow cytometry; AID 624256; 360,000 compounds, 1% hits;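 active means normalized GFP-positive differentiation at or above the plate's own cutoff, the solvent-only control mean plus 3 SD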;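 further: cells exposed to compound for four days before flow analysis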
Salmonella PhoP GFP: PhoP-dependent GFP reporter repression – Salmonella Typhimurium, primary screen (AID 1863); S. Typhimurium PhoP-regulated promoter GFP reporter, 4 h; higher % means a stronger effect; one-dose inhibition, % at 50 µM; IC50 in µM for titrated hits; 300,000 compounds, 0.16% hits;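 active means inhibition over 29.93%, a cutoff 3 SD above the screen mean, later confirmed by dose response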;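 further: 0% = low Mg2+ inducing control and 100% = high Mg2+ repressing control; strong numbers were not always called active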
WT yeast gro inh mutant strain: recorded beside WT yeast gro inh, whose call it bears; inhibition, %; mitochondrial fusion phenotypic screen, mutant strain inhibition
b-catenin transl cell count 5 µM: also measured in b-catenin transl; calls as there; cell count; measured here: cell count, cytotoxicity flag
T cell HTS vesicle-bound %: recorded beside T cell HTS, whose call it bears; double positive events, %; measured here: CD8+ vesicle-bound cell fraction;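 binding gate set so that unloaded-vesicle control wells show 10% double positive cells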
Myeloid diff MLP GFP+ MAC1+ %: further read-out of Myeloid diff MLP, marked with its call; GFP+ MAC1+ double positive, %; measured here: differentiation confirmed by MAC1 staining
Starred values were filed as active, the others as inactive; i = inactive; x = no result given. This is a random part of the collection. Share with any hit: about 3.6%.

The first 3 records (preview)
SMILES | SV40 large T antigen | Rac1 GTP hydrolysis | T cell HTS | T cell HTS vesicle-bound % | West Nile antiviral | b-catenin transl | b-catenin transl cell count 5 µM | RSV CPE inhibition | WT yeast gro inh | WT yeast gro inh mutant strain | Myeloid diff MLP | Myeloid diff MLP GFP+ MAC1+ % | Salmonella PhoP GFP
O=C(CSC(=S)N1CCSCC1)c1ccc(Cl)cc1 | -1.1% | 3.3% | i | 19.5 | 0.2% | -1.3 | 1102 | -3.2% | 0.7 | -3.4 | i | 0.2 | 2.9%
CCc1ccc(NC(=O)NCC2CCN(Cc3cccc(Cl)c3)CC2)cc1 | 1.2% | 11.7% | i | 28.1 | -1.0% | x | x | 5.8% | x | x | i | 0.3 | 5.8%
CCOc1ccc(NC(=O)c2ccccc2NC(=O)CN(C)CC(=O)Nc2ccc(C)cc2)cc1 | 7.3% | 5.4% | i | 59.7 | -0.6% | -1.1 | 1426 | 3.9% | -4.6 | -27.3 | i | 0.4 | 4.5%

The whole of this part, repeating the preview:
SMILES | SV40 large T antigen | Rac1 GTP hydrolysis | T cell HTS | T cell HTS vesicle-bound % | West Nile antiviral | b-catenin transl | b-catenin transl cell count 5 µM | RSV CPE inhibition | WT yeast gro inh | WT yeast gro inh mutant strain | Myeloid diff MLP | Myeloid diff MLP GFP+ MAC1+ % | Salmonella PhoP GFP
O=C(CSC(=S)N1CCSCC1)c1ccc(Cl)cc1 | -1.1% | 3.3% | i | 19.5 | 0.2% | -1.3 | 1102 | -3.2% | 0.7 | -3.4 | i | 0.2 | 2.9%
CCc1ccc(NC(=O)NCC2CCN(Cc3cccc(Cl)c3)CC2)cc1 | 1.2% | 11.7% | i | 28.1 | -1.0% | x | x | 5.8% | x | x | i | 0.3 | 5.8%
CCOc1ccc(NC(=O)c2ccccc2NC(=O)CN(C)CC(=O)Nc2ccc(C)cc2)cc1 | 7.3% | 5.4% | i | 59.7 | -0.6% | -1.1 | 1426 | 3.9% | -4.6 | -27.3 | i | 0.4 | 4.5%
C=CCOC(=O)C1=C[C@H](c2ccc(Br)cc2)C[C@H](OCCCCO)O1 | 17.2% | 5.8% | i | 14.5 | 0.3% | x | x | 4.8% | x | x | i | 1.9 | -2.8%
CCCC(=O)NC(NC1CCS(=O)(=O)C1)C(Cl)(Cl)Cl (centres undefined) | 16.4% | 1.6% | i | 21.4 | 0.4% | -0.7 | 1556 | 1.5% | -10.9 | 8.3 | i | 0.2 | -5.3%
O=C(NCCCN1CCCCC1)C1CCN(S(=O)(=O)N2CCC3(CC2)OCCO3)CC1 | 3.3% | 8.9% | i | 35.3 | 0.6% | x | x | 0.5% | x | x | i | 3.6 | 2.6%
O=C1NC(NS(=O)(=O)c2ccc(Cl)cc2)(C(F)(F)F)C(=O)N1Cc1cccnc1 (centres undefined) | -1.5% | 7.5% | i | 43.3 | 0.8% | -5.8 | 527 | 1.6% | 2.9 | -8.2 | i | 0.5 | -3.9%
Cc1occc1-c1nnc(SCC(=O)NCCc2ccccc2)n1Cc1ccccc1 | -3.9% | 10.9% | i | 54.3 | 0.3% | -6.9 | 932 | -0.6% | 1.2 | 7.2 | i | 4.1 | 20.0%
CN(CC1CCCO1)S(=O)(=O)c1ccc(C(=O)Nc2nccs2)cc1 (centres undefined) | -1.3% | 10.0% | i | 23.3 | 0.6% | -0.3 | 1313 | 1.8% | x | x | i | 0.7 | -7.2%
Cc1cccc(C)c1NC(=O)CNC(=O)c1ccc2c(c1)OCCO2 | x | 1.6% | i | 25.7 | x | x | x | -0.5% | x | x | i | 0.3 | x
N#CCOc1ccccc1/C=C/c1nc2ccccc2c(=O)[nH]1 | 5.7% | 5.1% | i | 31.8 | -0.7% | x | x | 1.7% | x | x | i | 0.8 | 3.0%
O=C(CN1C(=O)C2CCCCC2C1=O)Nc1cccc([N+](=O)[O-])c1 (centres undefined) | 5.9% | 5.6% | i | 30.2 | x | x | x | -0.3% | x | x | i | 0.3 | 0.5%
Cc1ccc(O)c(-c2cc(C(F)(F)F)[nH]n2)c1 | 7.1% | -1.4% | i | 23.4 | -0.1% | -0.8 | 1307 | 13.4% | 12.3 | 6.4 | i | 1.6 | -0.8%
CCCCCCN1C(=O)C(O)=C(C(C)=O)C1c1ccccc1[N+](=O)[O-] (centres undefined) | 8.1% | 11.4% | x | x | -0.9% | 0.4 | 1326 | x | -5.6 | -4.2 | i | 0.2 | 4.3%
CN(Cc1ccccc1)C(=O)C(C(=O)c1ccc(F)cc1)n1cc(Cl)ccc1=O (centres undefined) | 0.5% | 7.8% | i | 8.5 | 0.2% | 0.4 | 1069 | 1.9% | 3.7 | -11.8 | i | 0.5 | -10.2%
Cc1ccc(NC(=O)Cn2nnc(C(=O)NCc3ccco3)c2N)cc1 | -3.1% | 5.8% | i | 28.5 | 1.3% | x | x | 0.9% | 5.0 | 6.3 | i | 0.8 | -3.3%
CNc1ccncc1S(=O)(=O)NC | 8.7% | 5.4% | i | 38.3 | 0.5% | -2.7 | 627 | 1.4% | 2.6 | 0.2 | i | 0.0 | 1.9%
CC(C)N1C(=O)c2ccc(C(=O)O)cc2C1=O | 6.3% | 2.8% | i | 21.7 | 1.0% | x | x | 0.0% | 4.2 | 4.6 | i | 1.2 | -6.3%
CCCCn1c(N)c(N(CC)C(=O)c2ccco2)c(=O)[nH]c1=O | x | 3.8% | i | 42.8 | x | x | x | 1.4% | x | x | i | 0.6 | x
CN(C(=O)CSc1nc(-c2ccccc2)cs1)C1CCS(=O)(=O)C1 (centres undefined) | -3.6% | 2.2% | i | 15.0 | 0.3% | -2.0 | 1158 | -1.9% | -1.0 | -20.4 | i | 1.0 | 3.6%
Cc1ccc(Cl)cc1NC(=O)CCS(=O)(=O)c1cccc2nonc12 | -0.6% | 4.3% | i | 25.0 | 0.8% | x | x | 1.3% | x | x | i | 0.8 | 1.0%
O=C(NCCN1CCOCC1)c1cc2ccccc2oc1=O | 1.8% | 10.9% | i | 54.3 | 0.5% | x | x | 3.0% | x | x | i | 0.0 | 5.5%
C/C(CC(=O)Nc1ccc(C)c(Cl)c1)=N\NC(=O)c1ccccn1 | -2.2% | 4.9% | i | 18.4 | -0.7% | x | x | 2.7% | x | x | i | 4.9 | 3.6%
Cc1ccnc(NC(=O)COc2ccc(Cl)cc2)n1 | 9.9% | 11.1% | i | 33.6 | -0.1% | 0.3 | 1373 | 1.3% | x | x | i | 0.7 | -6.5%
CCOc1ccc(N2CC(C(=O)NNC(=O)c3ccc(F)cc3)CC2=O)cc1 (centres undefined) | x | 4.5% | i | 40.6 | x | x | x | 1.0% | x | x | i | 0.3 | x
Cc1ccc(Nc2nc(N)nc(CN3CCc4ccccc4C3)n2)cc1 | 16.7% | 2.7% | i | 27.9 | -0.6% | 0.0 | 1067 | 11.2% | 6.4 | 14.8 | i | 0.9 | -4.1%
C=CC(=O)NCC1OCCc2ccccc21 (centres undefined) | 21.0% | -0.8% | i | 54.0 | 0.1% | -0.2 | 1525 | 0.5% | -20.9 | -0.6 | i | 0.5 | -9.0%
CN(C)c1ccccc1C(=O)N1CCCC(C(=O)c2ccc3ccccc3c2)C1 (centres undefined) | 10.5% | 3.7% | i | 18.0 | -1.1% | -1.1 | 965 | -0.4% | 25.6 | 15.0 | i | 1.3 | -11.6%
O=C(COC(=O)C(Cc1ccccc1)NC(=O)c1ccccc1)c1ccccc1 (centres undefined) | 14.8% | 8.4% | i | 23.4 | 0.2% | -0.7 | 981 | 0.0% | -21.7 | -9.4 | i | 0.3 | -1.1%
CCNC(=S)Nc1cccc(S(=O)(=O)NC2=NCCC2)c1 | 1.6% | 5.4% | i | 32.0 | 0.1% | -0.9 | 1089 | -0.2% | 10.4 | 10.3 | i | 0.7 | 0.6%
C/C=C/C(=O)Nc1nnc(C(C)C)s1 | 6.2% | 1.9% | i | 55.5 | -0.1% | -8.1 | 1013 | 1.3% | 1.4 | -0.4 | i | 0.2 | 2.6%
O=C(NCc1ccccc1)C(c1ccco1)N(C(=O)c1csnn1)c1ccccc1 (centres undefined) | 4.4% | 7.3% | i | 18.0 | -0.2% | x | x | 1.6% | x | x | i | 0.6 | 2.2%
Cc1cc2oc(=O)cc(CN(C)Cc3ccccc3F)c2cc1Cl | -2.0% | 6.4% | i | 20.5 | -0.5% | x | x | 6.9% | x | x | i | 0.7 | 2.9%
COC(=O)c1ccc(NC(=O)C23CCC(C)(C(=O)O2)C3(C)C)cc1 (centres undefined) | 7.8% | 9.8% | i | 23.4 | -0.2% | -1.6 | 1365 | 1.4% | 15.7 | 3.9 | i | 1.3 | -3.5%
C[n+]1ccccc1COc1ccc(C(C)(C)C)cc1 | 13.2% | 6.0% | i | 5.7 | 1.2% | x | x | 0.2% | -1.1 | -13.6 | x | x | 10.7%
COc1ccc(-c2nc(-c3ccccn3)nc(N3CCN(C)CC3)c2C#N)cc1 | 6.6% | 4.4% | i | 39.1 | -0.4% | 0.7 | 1087 | 2.1% | 2.4 | 15.7 | i | 0.2 | -0.5%
CCOc1ccc(S(=O)(=O)N2CCOCC2)cc1NC(=O)C1CCC1 | 5.6% | 2.0% | i | 9.3 | -0.4% | x | x | 0.8% | x | x | i | 1.0 | -4.2%
Cc1ccc(N2CCN(c3ccc(NC(=O)CCC(=O)O)cc3)CC2)cc1 | 5.8% | 12.6% | i | 17.6 | 0.6% | x | x | -0.4% | -14.4 | -11.4 | i | 0.5 | -1.4%
COc1cccc(C(=O)NNC(=O)C(=O)Nc2cccc(Cl)c2C)c1 | 5.4% | 1.7% | i | 16.1 | -0.5% | x | x | 2.3% | x | x | i | 1.0 | 4.7%
CC(=O)Nc1ccc(S(=O)(=O)N2CCN(C)CC2)cc1 | 13.0% | -3.2% | i | 50.2 | 0.7% | -6.7 | 1252 | 4.0% | 64.2* | -12.3* | i | 1.3 | 2.1%
CCOc1ccc(CNC(=O)NS(=O)(=O)c2ccc(OC)cc2)cc1 | 12.4% | -8.5% | i | 9.7 | 0.0% | 4.2 | 1143 | 1.0% | -3.2 | 2.8 | i | 14.1 | 2.0%
CCC1(C)NC(=O)N(CC(=O)N2CCC(Cc3ccccc3)CC2)C1=O (centres undefined) | x | 9.4% | i | 39.8 | x | x | x | 2.0% | x | x | i | 0.4 | x
CCn1c(SCC(=O)N2CCCC2)nnc1-c1ccc(N)cc1 | 8.3% | 1.4% | i | 57.6 | 0.0% | 1.1 | 1038 | 1.4% | -0.7 | 4.8 | i | 0.5 | 4.4%

Screens (PubChem BioAssay)
